Bioassay records from PubChem BioAssay.
AI-2 QS mod: Vibrio harveyi AI-2 quorum sensing modulation; Vibrio harveyi JMH597 AI-2 luminescence/OD600 ratio, 9 h; hits give low values; strain lacks LuxN and CqsS sensors; 0 = neutral-control median; 0.4% of 300,000 active; activity change, % at 7.5 µM; in the data active = activity change below about -75%, passing the limit was not always enough; inconclusive = no clear call, values can overlap the other calls;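 also: luminescence divided by OD600 gain over 9 h not by final OD600 alone; inactives centre near 13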
MrgX1 agonist: human MrgX1 receptor agonism, primary screen | Q96LB2 | MrgX1-HEK293 cells, Fluo-4 calcium fluorescence, agonist mode; hits give high values | 0.44% of 310,000 active | B-score at 10 µM;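 active = calcium response B-score plate-corrected fluorescence ratio at least 3 library SD, with starting fluorescence B-score inside 5 SD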
Target sequence (Q96LB2 whole entry, looked up): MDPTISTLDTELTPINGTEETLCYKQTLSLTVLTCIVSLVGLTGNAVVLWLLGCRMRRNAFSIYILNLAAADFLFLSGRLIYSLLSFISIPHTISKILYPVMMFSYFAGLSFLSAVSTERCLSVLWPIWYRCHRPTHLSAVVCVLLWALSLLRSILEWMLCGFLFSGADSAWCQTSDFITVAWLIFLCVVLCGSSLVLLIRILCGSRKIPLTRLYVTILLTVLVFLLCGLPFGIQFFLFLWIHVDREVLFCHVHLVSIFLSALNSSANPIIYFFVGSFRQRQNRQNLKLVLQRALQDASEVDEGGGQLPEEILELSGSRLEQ
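times = overnight plating, then 30 min 37 °C plus 30 min room-temperature dye loading | assay system = stable human MrgX1 HEK293 cell line | input = fifteen thousand cells per well | signal = kinetic calcium dye fluorescence, Fluo-4 NW | dosing = compound delivered in addition one of three | read-out = B-scored fluorescence response ratio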
TRPC4 PAM: allosteric potentiators of mouse TRPC4 channel | Q9QUQ5 | 0.42% of 310,000 active | HEK293 TRPC4beta/mu-opioid, DAMGO EC20, Fluo-4 Ca2+ flux; hits give high values | B-score at 10 µM;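 active = B-score of calcium response area above 5 SD of library B-scores, with initial fluorescence ratio within 5 SD of library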;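 also: B-score of integrated fluorescence ratio over time as area under calcium response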
MrgX1 antag: antagonists of human MrgX1 receptor. 1.3% of 310,000 active. B-score at 10 µM. Q96LB2. MRGX1-HEK293 calcium flux, Fluo-4, BAM8-22 antagonism; hits give low values;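 active = calcium-response B-score plate-corrected more than 3 library SD below zero, starting fluorescence within 5 deviations, no agonist response on first addition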;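 also: peak minus trough fluorescence over baseline after final BAM8-22 challenge near maximal dose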
TRPC6 act: activates the mouse TRPC6 cation channel; Q61143; HEK293-TRPC6 membrane potential dye fluorescence; hits give high values; AID 2550; 0.13% of 310,000 active; B-score at 10 µM;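 active = B-score of the integrated fluorescence ratio above library mean plus 3 SD, and starting fluorescence ratio within library mean plus 5 SD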;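 also: higher score means more depolarization so channel activation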
HIF activator: HIF pathway transcriptional activation. AID 1910. 0.32% of 300,000 active. activation, % at 7.5 µM (by protocol). U2OS HRE-luciferase reporter, luminescence; normalized: DMSO 0%, desferrioxamine 100%;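 active = mean activation of at least 10% of the iron chelator positive control signal, with at least half of replicates also reaching 10%; inconclusive = mean and replicate majority disagree about reaching 10%; inactive = mean and most replicates under 10%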
PolyA inh: inhibitors of polyadenylation in S. cerevisiae; S. cerevisiae SKY197-pL101 polyadenylation reporter, beta-gal luminescence; efflux-impaired pdr1/pdr3 knockout yeast; score 100 = 6 SD above DMSO; calls only at 12 µM; 0.02% of 300,000 active;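 active = lowest replicate activity score at least 50, where 100 means six control SD above control mean; inconclusive = lowest score under 50 but half or more replicates reach 50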;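 also: yeast exposed to compound for 9 h at 30 °C; higher score means more reporter readthrough which indicates perturbed polyadenylation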
TRPC4 block: TRPC4 (mouse) channel inhibition; Q9QUQ5; HEK293 TRPC4beta/mu-opioid, DAMGO-evoked Fluo4 calcium flux; hits give low values; B-score at 10 µM; 0.39% of 300,000 active;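 active = B-score over 3 SD under the library average, no early fluorescence shift, positive overall ratio signal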
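material = TRPC4beta/mu-opioid receptor HEK293 cell line | probe or stimulus = sequential submaximal and maximal DAMGO stimulation | compound dosing = one concentration per compound | measured by = Fluo4 Ca2+ flux fluorescence | evaluation = integrated fluorescence ratio relative to baseline, converted to per-well B score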
MrgX1 allo act: human MrgX1 positive allosteric modulation, primary screen. AID 588675. 0.63% of 310,000 active. B-score at 10 µM. Q96LB2. MrgX1-HEK293, Fluo-4 calcium flux, FDSS; hits give high values;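 active = plate-corrected calcium response at least 3 library SD above typical, normal starting fluorescence, not activating the receptor alone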;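 also: compound read alongside a low EC10 to EC30 dose of BAM8-22 agonist; peak minus trough fluorescence over baseline measured at the second addition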
TRPC4 agonist: opens the mouse TRPC4 cation channel. AID 2237. HEK293 TRPC4beta/mu-opioid, Fluo4 calcium fluorescence; hits give high values. B-score at 10 µM. Q9QUQ5. 0.49% of 310,000 active;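 active = B-score above 5 SD of library B-scores, and initial fluorescence ratio not above library mean plus 5 SD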;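 also: positive B-score marks a calcium rise read as TRPC4 activation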
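Test system: HEK293 cells stably co-expressing mouse TRPC4beta and mu-opioid receptor | Schedule: Fluo4 dye loading 45 min at room temperature, 110 s recording | Measured by: Kinetic Fluo4 calcium fluorescence, 5 s baseline at 1 Hz | Evaluation: B score of integrated ratio | Controls: Buffer (low) and maximal DAMGO (high)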
TRPC6 inhibitor: blocks the mouse TRPC6 cation channel | 1.1% of 310,000 active | B-score at 10 µM | HEK293-TRPC6, membrane potential dye, ACh-evoked depolarization; hits give low values | Q61143 | AID 2553;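 active = B-score under library mean minus 3 SD, initial fluorescence not abnormally high, positive integrated signal ratio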;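 also: B-score derived from integrated fluorescence ratio over the kinetic read; more negative B-score means stronger inhibition of depolarization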
Numbers without * were called inactive; i = inactive; u = inconclusive; x = no result given.

Results follow in this order: AI-2 QS mod	MrgX1 agonist	TRPC4 PAM	MrgX1 antag	TRPC6 act	HIF activator	PolyA inh	TRPC4 block	MrgX1 allo act	TRPC4 agonist	TRPC6 inhibitor
Cc1ccc(S(=O)(=O)NC2(C(F)(F)F)C(=O)Nc3c2c(=O)[nH]c(=O)n3-c2ccccc2)cc1 (stereo not given)
    18	i	i	i	i	-0.6	i	i	i	i	i
CCOc1ccc(S(=O)(=O)N(C)c2ccc(OCC(=O)Nc3ccc4[nH]c(=O)[nH]c4c3)cc2)cc1
    20	i	i	i	i	-0.1	x	i	i	i	i
O=C(CCNC(=O)c1ccc(Cl)cc1)Nc1cccc(S(=O)(=O)N2CCCCCC2)c1
    3	i	i	i	i	-1.4	i	i	i	i	i
O=[N+]([O-])c1ccc(NCCCNS(=O)(=O)c2ccccc2)cc1
    u	i	i	i	i	0.4	i	i	i	i	i
CCc1cc(C(=O)OCC(=O)N2CCC(c3ccccc3)=N2)sc1C
    14	i	i	i	i	0.0	i	i	i	i	i
COc1ccc(COC(=O)N/C=C/c2ccco2)cc1
    -51	i	i	i	i	0.0	i	i	i	i	i
CC(C)CC(=O)Nc1nnn(C)n1
    -4	i	i	i	i	0.0	i	i	i	i	i
O=C(CCNC(=O)c1ccccc1Cl)Nc1ccc(Cl)c(C(F)(F)F)c1
    13	i	i	i	i	-0.1	i	i	i	i	i
COc1ccccc1/C=N/NC(=O)c1[nH]c(C)c(C(=O)N/N=C/c2ccccc2OC)c1C
    24	i	i	i	i	-0.3	i	i	i	i	i
COC(=O)C1CCN(c2cc(=O)n(-c3ccc(OC)cc3)c(=O)[nH]2)CC1
    16	i	i	i	i	-0.3	i	i	i	i	i

Some values from the list:
Under AI-2 QS mod, O=C(CCNC(=O)c1ccc(Cl)cc1)Nc1cccc(S(=O)(=O)N2CCCCCC2)c1 reads 3
Under HIF activator, O=C(CCNC(=O)c1ccccc1Cl)Nc1ccc(Cl)c(C(F)(F)F)c1 reads -0.1

The listing continues:
Results follow in this order: AI-2 QS mod	MrgX1 agonist	TRPC4 PAM	MrgX1 antag	TRPC6 act	HIF activator	PolyA inh	TRPC4 block	MrgX1 allo act	TRPC4 agonist	TRPC6 inhibitor
c1ccc2sc(Nc3nc4cc5c(cc4s3)OCO5)nc2c1
    -2	i	i	i	i	2.0	i	i	i	i	i
CC(C)N1CCN(Cc2cc3ccccc3[nH]2)CC1CCO (stereo not given)
    18	i	i	i	i	-0.8	i	i	i	i	i
CC(C)[C@H](NC(=O)OCc1ccccc1)C(=O)OCc1cc(=O)oc2cc(O)ccc12
    30	i	i	i	i	-0.1	i	i	i	i	i
COc1ccc(Nc2nc3cc(C)ccc3cc2C#N)c(OC)c1
    23	i	i	i	i	1.5	i	i	i	i	i
NC(=O)c1nsc(C(=O)N(CC(=O)NC2CCCCC2)Cc2ccc(F)cc2)c1N
    x	i	i	i	i	0.8	x	i	i	i	i
COc1cc2ccccc2cc1C(=O)N/N=C/c1ccc2c(c1)OCO2
    0	i	i	i	i	0.6	i	i	i	i	i
Cc1ccc(S(=O)(=O)N2CCCCC2CCNC(=O)C(=O)Nc2ccccc2F)cc1 (stereo not given)
    9	i	i	i	i	-1.3	i	i	i	i	i
Cc1cc(Br)ccc1NC(=O)C(C)c1ccc([N+](=O)[O-])cc1 (stereo not given)
    14	i	i	i	i	-0.1	i	i	i	i	i
Cc1cc(C(=O)N(NC(=O)C(C)C)c2ccccc2)cs1
    9	i	i	i	i	0.2	i	i	i	i	i
Cc1cc(C)nc(OC(=O)c2c(Cl)cc(Cl)cc2Cl)n1
    13	i	i	i	i	0.3	i	i	i	i	i
Cc1ccc(NS(=O)(=O)c2cccc(C(=O)N/N=C/c3c(C)nn(-c4ccccc4)c3N3CCCC3)c2)c(C)c1
    8	i	i	i	i	0.2	i	i	i	i	i
O=C(Nc1nc2ccc([N+](=O)[O-])cc2s1)c1ccc(S(=O)(=O)N2CCCc3ccccc32)cc1
    20	i	i	i	i	-0.6	i	i	i	i	i
Cc1ccc(-c2csc(NC(=O)CCCc3cccs3)n2)cc1
    4	i	i	i	i	0.3	i	i	i	i	i
CCC1CCCCN1CCCNC(=O)CC1Oc2ccc(C)cc2NC1=O (stereo not given)
    29	i	i	i	i	0.1	i	i	i	i	i
O=C1CC(C(=O)Nc2ccc(F)cc2)n2cnnc2N1 (stereo not given)
    21	i	i	i	i	0.5	i	i	i	i	i
NC(=O)c1c(NC(=O)c2ccco2)sc2c1CCC2
    -13	i	i	i	i	1.7	i	i	i	i	i
N/C(=N\c1nc2c(c(=O)[nH]1)CCCC2)Nc1ccc(Oc2ccccc2)cc1
    24	i	i	i	i	-0.1	i	i	i	i	i
CC(C)C(=O)N1CC(=O)Nc2ccc(F)cc2C1c1ccc(F)cc1 (stereo not given)
    15	i	i	i	i	0.3	i	i	i	i	i
Cc1cc(C)cc(NC(=O)N2CCC(NC(=O)c3ccccc3C)CC2)c1
    20	i	i	i	i	-1.0	i	i	i	i	i
CCOC(=O)C1CCCN(S(=O)(=O)c2cn(C)c(=O)n(C)c2=O)C1 (stereo not given)
    10	i	i	i	i	-0.1	i	i	i	i	i
Cc1ccc(C)n1-c1ccc(-c2nnc3n2CCCCC3)s1
    36	i	i	i	i	-0.5	i	i	i	i	i
COC(=O)Cn1ncc2c3ccccc3n(C)c2c1=O
    14	i	i	i	i	0.9	i	i	i	i	i
CCOCCCn1c(=NC(C)=O)c(C(=O)OCC)cc2c(=O)n3ccccc3nc21
    0	i	i	i	i	-0.2	i	i	i	i	i
Cc1cc(C(=O)Nc2ccc(N3CCCCC3)cc2)no1
    19	i	i	i	i	-0.5	i	i	i	i	i
Cc1ccc(-c2nc(CN3CCCCC3c3cccc(F)c3)c(C)o2)o1 (stereo not given)
    43	i	i	i	i	-1.1	i	i	i	i	i
CCOc1ccc(-n2c(SCC(=O)NC(C)CC)nc3n[nH]c(C)c3c2=N)cc1 (stereo not given)
    16	i	i	i	i	-0.2	i	i	i	i	i
C/C(=N/NC(=O)c1ccco1)c1cccc(NC(=O)c2ccc(C)o2)c1
    40	i	i	i	i	3.5	i	i	i	i	i
CN1CCN(Cc2cn(C)nc2-c2ccccc2F)CC1c1ccccc1 (stereo not given)
    -2	i	i	i	i	-0.4	i	i	i	i	i
Cc1ccc2nc(NC(=O)C3CCN(S(=O)(=O)c4cnc[nH]4)CC3)sc2c1
    27	i	i	i	i	0.7	i	i	i	i	i
O=C(c1ccc(Br)cc1)C(CN1CCOCC1)c1ccccc1 (stereo not given)
    48	i	i	i	i	-5.9	i	i	i	i	i
COc1ccc(CNC(=O)C2CCCN(S(=O)(=O)c3cccc4nsnc34)C2)cc1 (stereo not given)
    x	i	i	i	i	0.2	i	i	i	i	i
CCCC(C)NC1=NCCCCC1 (stereo not given)
    1	i	i	i	i	-0.2	i	i	i	i	i
CC1CCCN(S(=O)(=O)c2ccc3[nH]c4c(c3c2)CCCC4)C1 (stereo not given)
    25	i	i	i	i	0.0	i	i	i	i	i
COc1ccc(CN2CC(C(=O)NCCCN3CCCCC3)CC2=O)cc1 (stereo not given)
    11	i	i	i	i	0.0	i	i	i	i	i
O=C(CSc1n[nH]c(-c2cccnc2)n1)Nc1ccc(Cl)cc1
    -62	i	i	i	i	-18	i	i	i	i	i
O=C(NCc1ccc(-c2nc3ccccc3s2)cc1)c1ccc(Br)o1
    29	i	i	i	i	-2.3	i	i	i	i	i
C=CCN1C=CC=C/C1=C1\SC(=S)N(C)C1=O
    -5	i	i	i	i	-0.3	i	i	i	i	-5.1*
Cc1ccnc(N2CCCC(C(=O)Nc3cc(F)ccc3C)C2)n1 (stereo not given)
    8	i	i	i	i	0.1	i	i	i	i	i
C=CCC1C=C(C)CC(CC=C)N1 (stereo not given)
    21	i	i	i	i	-0.2	i	i	i	i	i
OCC1(Cc2cccc(Cl)c2)CCCN(Cc2cnn(-c3ccccc3)c2)C1 (stereo not given)
    -5	i	i	i	i	-0.1	i	i	i	i	i
CCC(=O)Oc1ccc(NC(=O)c2ccco2)cc1
    20	i	i	i	i	0.5	i	i	i	i	i
CC(=O)NC(=S)Nc1cc(C(F)(F)F)ccc1N1CCOCC1
    15	i	i	i	i	0.2	i	i	i	i	i
CN(C1=C(N2CCOCC2)C(=O)c2ccccc2C1=O)c1ccccc1
    11	i	i	i	i	-1.1	i	i	i	i	i
COc1ccc(/C=C/c2nc3cc(-c4ccccc4)ccc3o2)cc1O
    7	i	i	-4.5*	i	0.5	i	i	i	i	i
Cc1ccc(-n2c(SCC(=O)N/N=C/c3ccc(C)s3)nnc2-c2ccccc2)cc1
    10	i	i	i	i	-2.0	i	i	i	i	i
O=C(O)/C(=C1\OC(=O)c2ccccc21)c1ccccc1
    18	i	i	i	i	-0.2	i	i	i	i	i
COC(=O)c1ccc(N2CCN(c3ccccc3)CC2)nc1
    1	i	i	i	i	3.5	i	i	i	i	i
CC/C(C)=N/Nc1cccc([N+](=O)[O-])c1
    28	i	i	i	i	-0.1	i	i	i	i	i
CC(C)C1Nc2ccc(C(=O)O)cc2C2C=CCC21 (stereo not given)
    28	i	i	i	i	-0.2	i	i	i	i	i
COc1ccccc1Cn1c(=O)oc2ccc(C)cc21
    x	i	i	i	i	0.0	i	i	i	i	i
Cc1ccnc(NC(=O)c2cccc(S(=O)(=O)N3CCCc4ccccc43)c2)c1
    16	i	i	i	i	1.8	i	i	i	i	i
O=C(NCC1CCCN(C(=O)c2cscn2)C1)c1ccc(-c2ccccc2)cc1 (stereo not given)
    6	i	i	i	i	-0.1	i	i	i	i	i
Cc1ccccc1OCc1nc2c3cnn(C)c3ncn2n1
    17	i	i	i	i	2.3	i	i	i	i	i

Some of the compounds tested; count on the stated rates, not on these rows.
